Screening data (PubChem BioAssay)
Myeloid diff 2: induction of myeloid progenitor differentiation, primary screen, cell-based, flow cytometry, MLPCN library | calls only at 10 µM | 360,000 compounds, 1% hits | ER-HoxA9 myeloid progenitors, lysozyme-GFP differentiation;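 active = normalized GFP-positive differentiation at or above the plate's own cutoff, the solvent-only control mean plus 3 SD; inconclusive = no clear call, values can overlap the other calls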;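 also: cells exposed to compound for four days before flow analysis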
NTR1 agonist: agonists of NTR1, primary screen, imaging, U2OS cells, beta-arrestin-GFP, high content (AID 493036); NTR1-U2OS beta-arrestin-GFP spot imaging, agonist mode; activation, % at 20 µM; 330,000 compounds, 0.17% hits; Neurotensin receptor type 1 (Homo sapiens), P30989;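 active = activation at or above 40% of the spot to cytoplasm intensity ratio, with at least 20 cells analyzed; inconclusive = wells under 20 cells, flagged as cytotoxic or low count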;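 also: 0% = DMSO without peptide and 100% = 100 nM NTR1 peptide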
Target sequence (P30989 whole entry, looked up): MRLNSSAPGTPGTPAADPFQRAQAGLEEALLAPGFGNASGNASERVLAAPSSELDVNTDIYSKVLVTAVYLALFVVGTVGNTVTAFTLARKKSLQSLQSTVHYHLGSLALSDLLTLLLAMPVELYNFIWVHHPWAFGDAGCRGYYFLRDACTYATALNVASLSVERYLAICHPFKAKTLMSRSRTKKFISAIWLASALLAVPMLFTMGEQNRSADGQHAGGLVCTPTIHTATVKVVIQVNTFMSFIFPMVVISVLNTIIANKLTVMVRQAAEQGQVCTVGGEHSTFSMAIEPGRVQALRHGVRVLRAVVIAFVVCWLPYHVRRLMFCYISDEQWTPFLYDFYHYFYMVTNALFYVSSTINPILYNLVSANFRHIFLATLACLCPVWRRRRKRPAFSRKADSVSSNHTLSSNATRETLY
Rac1 GTP hydrolysis: MgcRacGAP GTPase-activating activity inhibitors, confirmation, biochemical, ADP Hunter fluorescence; 340,000 compounds, 0.6% hits; Rac GTPase-activating protein 1 (Homo sapiens); inhibition, % at 30 µM; hits with a dose series show IC50 in µM; MgcRacGAP-stimulated Rac1 GTP hydrolysis, ADP Hunter fluorescence; higher % means a stronger effect; GST-tagged Rac1 F28L mutant substrate;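 active = first-screen hits whose inhibition reached a set limit at any dose in the follow-up dose series; inconclusive = inhibition above the set first-screen limit but never retested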;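 also: fluorescence reports GDP produced by GAP-driven GTP hydrolysis; strong numbers were not always called active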
NTR1 agonist cell count 20 µM: second read-out of NTR1 agonist, no call of its own (marks repeat the call); cell count; measured here: cell count, cytotoxicity flag
Myeloid diff 2 GFP+ MAC1+ %: also measured in Myeloid diff 2; calls as there; GFP+ MAC1+ double positive, %; measured here: differentiation confirmed by MAC1 staining
Active calls of the source: *.

`COc1cccc(CNC(=O)COC(=O)c2c(NC(C)=O)sc(C)c2C)c1` gave Myeloid diff 2 inactive, NTR1 agonist 0.0, Rac1 GTP hydrolysis 2.5%, NTR1 agonist cell count 20 µM 50 and Myeloid diff 2 GFP+ MAC1+ % 0.9.
`CCOC(=O)C1=CN(CC)S(=O)(=O)NC1c1ccccc1` (stereo not drawn) gave Myeloid diff 2 inactive, NTR1 agonist 1.7, Rac1 GTP hydrolysis 6.3%, NTR1 agonist cell count 20 µM 47 and Myeloid diff 2 GFP+ MAC1+ % 0.2.
For Cc1ccc(S(=O)(=O)N2CCOCC2)cc1NC(=O)COC(=O)Cc1ccccc1 the results were Myeloid diff 2 inactive, NTR1 agonist -0.7, Rac1 GTP hydrolysis 1.3%, NTR1 agonist cell count 20 µM 62 and Myeloid diff 2 GFP+ MAC1+ % 0.5.
Screening CN(C)CCCn1c(=O)n(C2CCCCC2)c(=O)c2c3c(sc21)CCCCC3 returned Myeloid diff 2 inactive, NTR1 agonist 14.6, Rac1 GTP hydrolysis 5.5%, NTR1 agonist cell count 20 µM 54 and Myeloid diff 2 GFP+ MAC1+ % 0.0.
Screening Cn1nc(C(=O)NCc2ccc(F)cc2)cc1C(=O)NCc1ccc(F)cc1 returned Myeloid diff 2 inactive, NTR1 agonist 0.8, Rac1 GTP hydrolysis -3.3%, NTR1 agonist cell count 20 µM 77 and Myeloid diff 2 GFP+ MAC1+ % 0.3.
For Cc1ccc(CNC(=O)Cn2ccc(NC(=O)OCc3ccccc3)nc2=O)o1 the results were Myeloid diff 2 inactive, NTR1 agonist -0.7, Rac1 GTP hydrolysis 10.9%, NTR1 agonist cell count 20 µM 42 and Myeloid diff 2 GFP+ MAC1+ % 2.1.
For O=C(CN1C(=O)CCC1=O)Nc1nc2c(F)cc(F)cc2s1 the results were Myeloid diff 2 inactive, NTR1 agonist -0.6, Rac1 GTP hydrolysis -2.5%, NTR1 agonist cell count 20 µM 55 and Myeloid diff 2 GFP+ MAC1+ % 1.8.
For COc1ccc(OC)c(/C=N/NC(=O)c2cccc3ccccc23)c1 the results were Myeloid diff 2 inactive, NTR1 agonist 0.7, Rac1 GTP hydrolysis 0.6%, NTR1 agonist cell count 20 µM 45 and Myeloid diff 2 GFP+ MAC1+ % 0.6.
COc1ccc(CN2C(=O)c3ccccc3C2=O)cc1C(=O)N(C)CC(=O)Nc1ccc(F)cc1 was read as Myeloid diff 2 inactive, NTR1 agonist -1.1, Rac1 GTP hydrolysis 3.3%, NTR1 agonist cell count 20 µM 64 and Myeloid diff 2 GFP+ MAC1+ % 0.2.
Screening C=CCC[C@H](Cc1ccc(F)cc1)C(=O)OC[C@@H](C)NC(=O)[C@@H](CC=C)CC(=O)N[C@@H](CO)Cc1ccccc1 returned Myeloid diff 2 inactive, NTR1 agonist -1.5, Rac1 GTP hydrolysis 7.8%, NTR1 agonist cell count 20 µM 62 and Myeloid diff 2 GFP+ MAC1+ % 2.7.
For c1ccc(C[C@H]2CN=C(Nc3ccccc3)N2CC2CCCCCC2)cc1 the results were Myeloid diff 2 inactive, NTR1 agonist -0.8, Rac1 GTP hydrolysis 4.7%, NTR1 agonist cell count 20 µM 60 and Myeloid diff 2 GFP+ MAC1+ % 2.0.
`CCNC(=O)N(C)C[C@H]1N[C@@](C)(C(=O)OC)[C@H]2C(=O)N(C)C(=O)[C@@H]12` gave Myeloid diff 2 inactive, NTR1 agonist -0.6, Rac1 GTP hydrolysis 0.2%, NTR1 agonist cell count 20 µM 71 and Myeloid diff 2 GFP+ MAC1+ % 1.6.
Cc1ccc(S(=O)(=O)Nc2ccccc2F)cc1C(=O)N1CCCC1 was read as Myeloid diff 2 inactive, NTR1 agonist -0.2, Rac1 GTP hydrolysis 3.2%, NTR1 agonist cell count 20 µM 34 and Myeloid diff 2 GFP+ MAC1+ % 0.9.
For CC(=O)N1CCN(c2ccc(NCc3ccco3)cc2)CC1 the results were Myeloid diff 2 inactive, NTR1 agonist -0.8, Rac1 GTP hydrolysis 14.6µM*, NTR1 agonist cell count 20 µM 62 and Myeloid diff 2 GFP+ MAC1+ % 0.8.
CNc1snc(C)c1C(=O)OCC(=O)N(C)c1ccccc1 was read as Myeloid diff 2 inactive, NTR1 agonist -2.3, Rac1 GTP hydrolysis 8.3%, NTR1 agonist cell count 20 µM 63 and Myeloid diff 2 GFP+ MAC1+ % 0.2.
For CCCCn1c(N)c(N(CC)C(=O)CCNC(=O)c2ccc(Cl)cc2)c(=O)[nH]c1=O the results were Myeloid diff 2 inactive, NTR1 agonist 1.5, Rac1 GTP hydrolysis 3.5%, NTR1 agonist cell count 20 µM 59 and Myeloid diff 2 GFP+ MAC1+ % 0.6.
For COc1ccc(NC(=O)[C@@H]2CCCN2C(=O)c2cccs2)cc1S(=O)(=O)N1CCCCC1 the results were Myeloid diff 2 inactive, NTR1 agonist 1.5, Rac1 GTP hydrolysis 5.6%, NTR1 agonist cell count 20 µM 54 and Myeloid diff 2 GFP+ MAC1+ % 0.5.
For O=C(COC(=O)/C=C/c1ccccc1Cl)NC1CCCC1 the results were Myeloid diff 2 inactive, NTR1 agonist 1.9, Rac1 GTP hydrolysis 11.6%, NTR1 agonist cell count 20 µM 55 and Myeloid diff 2 GFP+ MAC1+ % 0.6.
For C[C@H]1CN([C@@H](C)CO)C(=O)c2cc(NC(=O)C3CCCCC3)ccc2O[C@H]1CN(C)CC1CCCCC1 the results were Myeloid diff 2 inactive, NTR1 agonist 2.7, Rac1 GTP hydrolysis 5.4%, NTR1 agonist cell count 20 µM 61 and Myeloid diff 2 GFP+ MAC1+ % 0.7.
CN(C(=O)CSc1nc2ccccc2o1)C1CCS(=O)(=O)C1 (stereo not drawn) was read as Myeloid diff 2 inactive, NTR1 agonist -2.4, Rac1 GTP hydrolysis 4.3%, NTR1 agonist cell count 20 µM 44 and Myeloid diff 2 GFP+ MAC1+ % 0.7.

The last 2 records of the section above come first, to join the parts.
For C[C@H]1CN([C@@H](C)CO)C(=O)c2cc(NC(=O)C3CCCCC3)ccc2O[C@H]1CN(C)CC1CCCCC1 the results were Myeloid diff 2 inactive, NTR1 agonist 2.7, Rac1 GTP hydrolysis 5.4%, NTR1 agonist cell count 20 µM 61 and Myeloid diff 2 GFP+ MAC1+ % 0.7.
CN(C(=O)CSc1nc2ccccc2o1)C1CCS(=O)(=O)C1 (stereo not drawn) was read as Myeloid diff 2 inactive, NTR1 agonist -2.4, Rac1 GTP hydrolysis 4.3%, NTR1 agonist cell count 20 µM 44 and Myeloid diff 2 GFP+ MAC1+ % 0.7.
For C[C@H](CO)N1C[C@H](C)[C@H](CN(C)C(=O)Nc2ccc(F)cc2)Oc2c(NC(=O)c3ccc(-c4nccs4)cc3)cccc2C1=O the results were Myeloid diff 2 inactive, NTR1 agonist 4.3, Rac1 GTP hydrolysis 7.5%, NTR1 agonist cell count 20 µM 72 and Myeloid diff 2 GFP+ MAC1+ % 1.3.
For COc1ccc(/C=C/C(=O)N(C)CC(=O)Nc2cccc(F)c2)cc1S(=O)(=O)N1CCCCC1 the results were Myeloid diff 2 inactive, NTR1 agonist 0.2, Rac1 GTP hydrolysis 5.1%, NTR1 agonist cell count 20 µM 54 and Myeloid diff 2 GFP+ MAC1+ % 0.6.
For COC(=O)[C@]1(Cc2ccccc2)N[C@H](CN(C)C(=O)Nc2ccccc2)[C@@H]2C(=O)N(Cc3ccccc3)C(=O)[C@@H]21 the results were Myeloid diff 2 inactive, NTR1 agonist 8.5, Rac1 GTP hydrolysis 4.1%, NTR1 agonist cell count 20 µM 59 and Myeloid diff 2 GFP+ MAC1+ % 2.1.
Screening CCCCOc1ccc(C(=O)NCC(=O)NNC(=O)C2COc3ccccc3O2)cc1 (stereo not drawn) returned Myeloid diff 2 inactive, NTR1 agonist 1.2, Rac1 GTP hydrolysis 5.3%, NTR1 agonist cell count 20 µM 94 and Myeloid diff 2 GFP+ MAC1+ % 0.9.
Screening COc1ccc(-c2cccc(-c3cc(=O)oc4cc(OC)cc(OC)c34)c2)cc1 returned Myeloid diff 2 inconclusive, NTR1 agonist 1.3, Rac1 GTP hydrolysis 8.4% and NTR1 agonist cell count 20 µM 58.
Screening COc1ccc(CNC(=O)C(C)Sc2ccc(S(=O)(=O)N3CCOCC3)cn2)cc1 (stereo not drawn) returned Myeloid diff 2 inactive, NTR1 agonist -0.2, Rac1 GTP hydrolysis 2.8%, NTR1 agonist cell count 20 µM 52 and Myeloid diff 2 GFP+ MAC1+ % 0.7.
Cc1cc(C)c(CN2CCN(C(=O)Cn3cnc(C(=O)Nc4ccc(C)c(C)c4)n3)CC2)c(C)c1 was read as Myeloid diff 2 inactive, NTR1 agonist 14.5, Rac1 GTP hydrolysis 9.1%, NTR1 agonist cell count 20 µM 73 and Myeloid diff 2 GFP+ MAC1+ % 0.7.
Cc1ccc(S(=O)(=O)N2CCOCC2)cc1C(=O)N1CCN(Cc2ccccc2)CC1 was read as Myeloid diff 2 inactive, NTR1 agonist 0.7, Rac1 GTP hydrolysis 6.6%, NTR1 agonist cell count 20 µM 62 and Myeloid diff 2 GFP+ MAC1+ % 0.4.
Screening COc1ccccc1-c1sc2ccccc2c1-c1ccccc1OC returned Myeloid diff 2 inactive, NTR1 agonist 2.6, Rac1 GTP hydrolysis 9.9%, NTR1 agonist cell count 20 µM 57 and Myeloid diff 2 GFP+ MAC1+ % 1.7.
Screening COc1ccc(Cl)cc1NC(=O)CN(C)C(=O)c1cccc(-n2cnnn2)c1 returned Myeloid diff 2 inactive, NTR1 agonist 1.8, Rac1 GTP hydrolysis 6.1%, NTR1 agonist cell count 20 µM 66 and Myeloid diff 2 GFP+ MAC1+ % 0.8.
Screening COc1cc(OC)cc(C(=O)Nc2ccc(C(=O)Nc3ccccc3OC)cc2)c1 returned Myeloid diff 2 inactive, NTR1 agonist 0.8, Rac1 GTP hydrolysis -6.1%, NTR1 agonist cell count 20 µM 64 and Myeloid diff 2 GFP+ MAC1+ % 0.7.
`O=C(COC(=O)c1ccc(Br)cc1)NCC1CCCO1` (stereo not drawn) gave Myeloid diff 2 inactive, NTR1 agonist -2.7, Rac1 GTP hydrolysis -6.8%, NTR1 agonist cell count 20 µM 61 and Myeloid diff 2 GFP+ MAC1+ % 0.8.
COc1ccc(C2CC(c3ccccc3)=NN2C(=O)COC(=O)c2cccc(N)c2)cc1 (stereo not drawn) was read as Myeloid diff 2 inactive, NTR1 agonist -4.3, Rac1 GTP hydrolysis 3.9%, NTR1 agonist cell count 20 µM 5 and Myeloid diff 2 GFP+ MAC1+ % 0.9.
Screening COc1cc(C(=O)Nc2cccc(C)c2C)ccc1OCC(=O)N1CCOCC1 returned Myeloid diff 2 inactive, NTR1 agonist 1.1, Rac1 GTP hydrolysis 0.2%, NTR1 agonist cell count 20 µM 62 and Myeloid diff 2 GFP+ MAC1+ % 0.8.
For Cc1ccc2c(c1)[C@H]1[C@H](CO2)[C@H](c2ccccc2)[C@]2(C)C(=O)Nc3cc(Cl)ccc3C(=O)N12 the results were Myeloid diff 2 inactive, NTR1 agonist -2.0, Rac1 GTP hydrolysis 2.1%, NTR1 agonist cell count 20 µM 82 and Myeloid diff 2 GFP+ MAC1+ % 1.1.
`CC(C)(C)N(Cc1ccccc1)C(=O)CN1C(=O)c2ccccc2S1(=O)=O` gave Myeloid diff 2 inactive, NTR1 agonist 0.3, Rac1 GTP hydrolysis 2.0%, NTR1 agonist cell count 20 µM 72 and Myeloid diff 2 GFP+ MAC1+ % 0.9.
`Cc1cccc(C(=O)OCC(=O)NC23CC4CC(CC(C4)C2)C3)c1O` gave Myeloid diff 2 inactive, NTR1 agonist 1.6, Rac1 GTP hydrolysis 2.0%, NTR1 agonist cell count 20 µM 50 and Myeloid diff 2 GFP+ MAC1+ % 0.9.
O=C(Nc1ccc2nc(N3CCOCC3)sc2c1)c1ccccc1 was read as Myeloid diff 2 inactive, NTR1 agonist -0.5, Rac1 GTP hydrolysis 2.4%, NTR1 agonist cell count 20 µM 56 and Myeloid diff 2 GFP+ MAC1+ % 0.1.
For NCCCCCc1cn(CC(=O)NCCCCCCCCCCC(=O)N2CCNCC2)nn1 the results were Myeloid diff 2 inactive, NTR1 agonist 2.6, Rac1 GTP hydrolysis 4.5%, NTR1 agonist cell count 20 µM 68 and Myeloid diff 2 GFP+ MAC1+ % 2.9.
CC(NC(=O)c1cccs1)c1ccccc1 (stereo not drawn) was read as Myeloid diff 2 inactive, NTR1 agonist -0.4, Rac1 GTP hydrolysis 6.8%, NTR1 agonist cell count 20 µM 36 and Myeloid diff 2 GFP+ MAC1+ % 0.2.

Gathered by group: the entries above with an aryl thioether with sulfur outside any ring
CN(C(=O)CSc1nc2ccccc2o1)C1CCS(=O)(=O)C1 (stereo not drawn) was read as Myeloid diff 2 inactive, NTR1 agonist -2.4, Rac1 GTP hydrolysis 4.3%, NTR1 agonist cell count 20 µM 44 and Myeloid diff 2 GFP+ MAC1+ % 0.7.
Screening COc1ccc(CNC(=O)C(C)Sc2ccc(S(=O)(=O)N3CCOCC3)cn2)cc1 (stereo not drawn) returned Myeloid diff 2 inactive, NTR1 agonist -0.2, Rac1 GTP hydrolysis 2.8%, NTR1 agonist cell count 20 µM 52 and Myeloid diff 2 GFP+ MAC1+ % 0.7.

A portion of the library, so the mix of outcomes need not match the whole.
